AddAB inh – less growth of phage-infected E. coli with AddAB; 330,000 tested, 0.29% active; inhibition, % at 11.9 µM; E. coli expressing H. pylori AddAB, absorbance growth; in the data active = inhibition above about 12%;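 note: 0% = vehicle wells of infected cells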
phage Ecoli inh – E. coli growth loss with phage present. growth absorbance. inhibition, % at 11.9 µM. 360,000 tested, 0.26% active. AID 651602; in the data active = inhibition above about 11%
Tat export inh – E. coli Tat transport inhibition | E. coli MC4100 TorA-mCherry Tat export, fluorescence | inhibition, % at 10 µM | 340,000 tested, 0.036% active | AID 488895;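 active = mean replicate inhibition at least 50% and at least half of replicates individually reaching 50%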;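 note: exported cargo escapes ClpAP degradation while cytoplasmic cargo is degraded and loses fluorescence; 0% = median of neutral control wells and 100% = median of NaSCN control wells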
PKA-R1A activ – PKA-R1A complex activation; PKA-R1A dissociation, Cy5-IP20 fluorescence polarization; scaled: DMSO 0%, 113 µM cGMP 100%; activation, % at 11.4 µM; 340,000 tested, 0.083% active;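 active = percent activation above the mean of all tested compounds plus 3 SD, cut at about 19% in these data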;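 note: higher means more PKAc released from R1A so a rise in polarization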
Mot1-301 SUMO – blocks SUMOylation pathway, rescuing yeast Mot1-301 growth | S. cerevisiae Mot1-301 growth rescue, ATP luminescence, 38.5C; percent above DMSO median, 100 means doubled | growth rescue, % at 18.8 µM | 320,000 tested, 1% active | AID 2716;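 active = every valid replicate shows activation above 250% relative to neutral control wells; inactive = the rest, any valid replicate at or below 250%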;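 note: OY570 slx delta 5 strain wells were the positive control but not used for scaling; some compounds called inactive have numbers as strong as hits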
PfHsp90 set2 – reduces growth (ATP signal) of yeast expressing P. falciparum Hsp90; S. cerevisiae expressing PfHsp90, BacTiter-Glo ATP, 48 h; yeast lacking PDR1 and PDR3 efflux regulators; AID 504621; 310,000 tested, 0.32% active; inhibition, % at 9.4 µM;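 active = every replicate shows inhibition above about 80%, whatever the replicate mean, limit read from the data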;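 note: 0% = DMSO neutral controls and 100% = 20 µM radicicol positive controls; yeast relying on Plasmodium falciparum Hsp90 in place of its own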
Arr AP2 block – inhibitors of human beta-arrestin and AP2 interaction; FITC-arrestin peptide / GST-AP2 beads, flow cytometry; AP2 beta2 appendage carries R879A mutation; inhibition, % at 10 µM; 340,000 tested, 0.31% active; AID 504490;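 active = inhibition above a set limit, near 3 SD of compounds lacking own fluorescence, cut at about 54% in these data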;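 note: plate controls were DMSO wells for no effect and 5 µM unlabelled arrestin peptide for full effect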
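System: GST-AP2 R879A glutathione beads; medium: PBS, Tween 20 0.05%, BSA 0.1%; reagent: fluorescein-tagged arrestin peptide at 50 nM final; schedule: pre-incubation 12 min, peptide binding 1 h, room temperature; detection: flow cytometry, FL1 (488/535 nm); read-out: inhibition as reduced fluorescein signal on beads, percent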
MOR-DOR inv ag – mu-delta opioid heterodimer inverse agonism; inhibition, % at 9.3 µM; 340,000 tested, 0.21% active; P35372+P41143; cell-based MOR-DOR heterodimer luminescence; in the data active = inhibition above about 22%, passing the limit was not always enough;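 note: 0% = cells with DMSO and 100% = wells without cells with DMSO; values of inactives mirror those of a sister screen read the other way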
Target sequence (P35372 whole entry, looked up): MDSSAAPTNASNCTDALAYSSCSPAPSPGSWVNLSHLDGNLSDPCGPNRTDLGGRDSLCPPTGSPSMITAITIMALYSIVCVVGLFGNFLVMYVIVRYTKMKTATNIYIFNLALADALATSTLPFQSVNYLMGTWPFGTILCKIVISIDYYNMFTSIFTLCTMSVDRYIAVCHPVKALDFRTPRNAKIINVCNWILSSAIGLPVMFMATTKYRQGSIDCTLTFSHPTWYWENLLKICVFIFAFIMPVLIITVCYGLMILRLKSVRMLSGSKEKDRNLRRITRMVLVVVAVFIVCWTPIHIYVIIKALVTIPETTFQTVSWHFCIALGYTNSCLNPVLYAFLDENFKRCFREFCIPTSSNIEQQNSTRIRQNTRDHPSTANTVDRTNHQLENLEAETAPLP
Target sequence (P41143 whole entry, looked up): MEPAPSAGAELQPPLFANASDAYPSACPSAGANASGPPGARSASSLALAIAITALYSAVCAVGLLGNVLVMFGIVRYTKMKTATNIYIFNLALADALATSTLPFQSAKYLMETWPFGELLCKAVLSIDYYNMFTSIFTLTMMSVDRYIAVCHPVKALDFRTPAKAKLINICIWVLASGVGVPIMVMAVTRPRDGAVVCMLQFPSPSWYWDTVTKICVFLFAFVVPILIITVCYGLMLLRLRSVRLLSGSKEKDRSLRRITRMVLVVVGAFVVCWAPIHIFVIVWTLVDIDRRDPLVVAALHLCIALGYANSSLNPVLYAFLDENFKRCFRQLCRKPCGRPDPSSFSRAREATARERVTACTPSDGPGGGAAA
OPRM1-OPRD1 ag – OPRM1-OPRD1 heterodimerization agonism. cells, luminescence. activation, % at 9.3 µM. 340,000 tested, 0.3% active. AID 504326; in the data active = activation above about 18%;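 note: 0% = vehicle-treated cells and 100% = reference agonist; values of inactives mirror those of a sister screen read the other way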
Ecoli viability – counter-screen for AddAB inhibitors: E. coli growth inhibition. inhibition, % at 11.9 µM. AID 449728. E. coli V3065 growth, OD600 absorbance, 18 h. 330,000 tested, 0.27% active;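 active = inhibition above the campaign's mean inhibition across all tested compounds plus 3 SD, cut at about 9.9% in these data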;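 note: uninfected addAB+ strain grown without phage in ampicillin broth; 0% = DMSO wells and 100% = ciprofloxacin 0.95 µg/ml wells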
DSG3 Ab inh – blocks pemphigus antibody binding to human desmoglein-3; binding (percent of control), % at 10 µM; 310,000 tested, 0.48% active; DSG3-coupled beads, scFv-anti-DSG3-GFP binding, flow cytometry; stronger effect = lower value;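 active = binding more than 3 SD below its plate's average and above zero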;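 note: hits lower antibody fragment binding to DSG3; some compounds called inactive have numbers as strong as hits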
* hit, by the source's call; nt = not tested or not shown. Hits appear at their usual frequency; overall some 2.8% were active at least once.

nr | structure | AddAB inh | phage Ecoli inh | Tat export inh | PKA-R1A activ | Mot1-301 SUMO | PfHsp90 set2 | Arr AP2 block | MOR-DOR inv ag | OPRM1-OPRD1 ag | Ecoli viability | DSG3 Ab inh
1 | O=C(Cn1ncc2c(=O)oc3ccccc3c21)NCCC1=CCCCC1 | -0.5 | 2.4 | -3 | 5 | 208 | -1 | -2 | 6 | -1.0 | -1.4 | 99
2 | COc1cc(C2(c3ccc(O)c(OC)c3)C(=O)N(C)c3ccc(Br)cc32)ccc1O | 0.5 | 2.7 | 28 | -12 | 6 | 9 | 3 | 12 | -2.3 | 0.7 | 111
3 | O=C(O)C1C2C=CC3(CN(Cc4ccccn4)C(=O)C13)O2 (stereo not drawn) | 1.8 | 3.1 | -5 | -11 | -3 | -15 | 20 | 10 | -1.7 | 0.1 | 98
4 | CSCCC(NC(N)=O)C(=O)NCc1cccc(Cl)c1 (stereo not drawn) | 2.7 | 3.5 | 1 | -3 | 3 | -11 | -3 | 12 | -2.1 | 0.2 | 98
5 | CCN(CC)S(=O)(=O)c1ccc(Cl)c(C(=O)Nc2ccc(Cl)cc2[N+](=O)[O-])c1 | 1.2 | 3.2 | 5 | 11 | 35 | -50 | 9 | -52 | 9.7 | 2.0 | 122
6 | COc1ccc(OCCC(=O)NCc2ccccc2)cc1 | 3.1 | 2.0 | -13 | 0 | -4 | 40 | -2 | 8 | -1.5 | -0.2 | 97
7 | COCCCNC(=S)NNC(=O)c1ccc(C(C)(C)C)cc1 | -1.4 | 2.0 | 17 | 6 | -7 | 22 | 16 | 12 | -2.5 | -2.3 | nt
8 | CCOc1cc(-c2noc(CCCC(N)=O)n2)cc(Br)c1OC | 1.6 | 1.2 | -3 | 0 | -17 | nt | 4 | -4 | 0.7 | 0.8 | 102
9 | N#Cc1cccc(Nc2c3c(nc4ccccc24)CCC3)c1 | 0.4 | 2.2 | -2 | 1 | -2 | -15 | 28 | 12 | -2.3 | 0.5 | 106
10 | C[C@@H]1COC(=O)[C@@H](CC(=O)OC(C)(C)C)C/C=C\C[C@@H](CC(=O)NCCO)C(=O)N1 | 2.9 | 1.2 | -2 | -7 | nt | -8 | -6 | 11 | -2.4 | -3.4 | 96
11 | O=C(CN1CCCC1)Nc1ccc2c(c1)CCC2 | -0.3 | 2.6 | 10 | -16 | -28 | 1 | -6 | 5 | -1.0 | -4.2 | 117
12 | CC1CCCC(NC(=O)c2cc(-c3ccncc3)nc3ccccc23)C1C (stereo not drawn) | nt | -0.1 | -4 | -8 | nt | 8 | -3 | -7 | 1.4 | nt | 105
13 | O=C(NNC(=O)c1cccc2ccccc12)c1ccco1 | -1.9 | 4.7 | -4 | -9 | -13 | -27 | 25 | 13 | -2.1 | -1.5 | nt
14 | Cc1cccc(C)c1NC(=O)CC(NCCc1ccccc1)C(=O)O (stereo not drawn) | -0.5 | 4.3 | -10 | -9 | -14 | 4 | -10 | 18 | -3.6 | 0.1 | 84
15 | Cc1ccccc1C(=O)NC1CCN(CC(=O)Nc2ccc3c(c2)OCO3)CC1 | 0.7 | 0.8 | 1 | -5 | 5 | 3 | 2 | 10 | -1.9 | 0.5 | 105
16 | Cc1ccc(CNC(=O)COc2ccc(C)nc2[N+](=O)[O-])cc1 | 0.0 | 3.2 | -5 | 10 | 15 | 17 | -3 | 8 | -1.5 | -0.7 | 109
17 | CCOC(=O)CC1C(=O)NCCN1C(=O)Nc1ccc(Cl)cc1 (stereo not drawn) | 1.6 | 2.5 | 6 | -12 | 44 | 2 | -5 | 9 | -2.2 | 0.9 | 108
18 | CC(C)C[C@H]1CNC(=S)N1CC1CCCN1C[C@H](Cc1ccc(O)cc1)N1C[C@H](Cc2ccccc2)N(CC2CCCCCC2)C1=S (stereo partly drawn) | nt | 7.6 | 9 | -7 | nt | 16 | 7 | 4 | -0.8 | nt | 96
19 | O=C(Nc1ccccc1)N1CCc2c([nH]c3ccccc23)C1C(F)(F)F (stereo not drawn) | -0.2 | -4.2 | 9 | -9 | -5 | -2 | 3 | -5 | 1.0 | -2.2 | 118
20 | CCS(=O)(=O)c1nc(S(=O)(=O)c2ccc(Cl)cc2)c(N2CCC(C(N)=O)CC2)s1 | 2.5 | 5.1 | -4 | -7 | 17 | -17 | -25 | -1 | 0.2 | -3.1 | nt

Compound profiles (already shown). Order of screens: AddAB inh	phage Ecoli inh	Tat export inh	PKA-R1A activ	Mot1-301 SUMO	PfHsp90 set2	Arr AP2 block	MOR-DOR inv ag	OPRM1-OPRD1 ag	Ecoli viability	DSG3 Ab inh
COCCCNC(=S)NNC(=O)c1ccc(C(C)(C)C)cc1 reads -1.4	2.0	17	6	-7	22	16	12	-2.5	-2.3	nt
O=C(O)C1C2C=CC3(CN(Cc4ccccn4)C(=O)C13)O2 (stereo not drawn) reads 1.8	3.1	-5	-11	-3	-15	20	10	-1.7	0.1	98
COc1cc(C2(c3ccc(O)c(OC)c3)C(=O)N(C)c3ccc(Br)cc32)ccc1O reads 0.5	2.7	28	-12	6	9	3	12	-2.3	0.7	111

Some entries already given, reduced to PfHsp90 set2:
entry	SMILES	PfHsp90 set2
1	O=C(Cn1ncc2c(=O)oc3ccccc3c21)NCCC1=CCCCC1	-1
2	COc1cc(C2(c3ccc(O)c(OC)c3)C(=O)N(C)c3ccc(Br)cc32)ccc1O	9
3	O=C(O)C1C2C=CC3(CN(Cc4ccccn4)C(=O)C13)O2 (stereo not drawn)	-15
4	CSCCC(NC(N)=O)C(=O)NCc1cccc(Cl)c1 (stereo not drawn)	-11
5	CCN(CC)S(=O)(=O)c1ccc(Cl)c(C(=O)Nc2ccc(Cl)cc2[N+](=O)[O-])c1	-50

Additional results.
nr | structure | AddAB inh | phage Ecoli inh | Tat export inh | PKA-R1A activ | Mot1-301 SUMO | PfHsp90 set2 | Arr AP2 block | MOR-DOR inv ag | OPRM1-OPRD1 ag | Ecoli viability | DSG3 Ab inh
21 | COc1cc2c(C)nc3c(c(C)nn3-c3ccccc3)c2cc1OC | 0.2 | 0.0 | -5 | -1 | -8 | -3 | -1 | 11 | -2.3 | 0.8 | 98
22 | O=C(C1=C(O)C(=O)N(CCCN2CCOCC2)C1c1ccccn1)c1cc2ccccc2o1 (stereo not drawn) | -1.5 | 1.7 | 5 | 1 | -18 | 15 | -2 | 8 | -1.4 | -1.2 | 99
23 | CCOC(=O)C1CCCN(Cc2nc(N)nc(Nc3ccccc3OC)n2)C1 (stereo not drawn) | -2.6 | -0.8 | -1 | -5 | -26 | 14 | 5 | 3 | -0.5 | -5.9 | 101
24 | CN1CCN(C(=O)c2ccc3c(c2)S(=O)(=O)c2ccccc2C3=O)CC1 | 5.7 | 3.3 | -2 | -19 | 16 | -2 | 1 | 4 | -0.7 | 2.0 | 93
25 | COc1ccc(N(CC(=O)NCc2ccc(Cl)cc2)S(=O)(=O)c2c(C)n[nH]c2C)cc1 | 1.6 | 3.6 | -2 | 3 | -15 | 2 | -8 | 20 | -3.8 | -0.6 | 103
26 | Clc1ccc(OCc2nc(-c3ccncc3)no2)cc1 | 1.8 | 3.3 | -6 | -1 | -6 | 2 | -5 | 13 | -2.2 | -0.7 | 103
27 | CC(C)(C)c1ccc(S(=O)(=O)NCC(=O)N2CCN(Cc3ccccc3)CC2)cc1 | -1.4 | 0.2 | 1 | -8 | -4 | -17 | -10 | -14 | 2.1 | -1.4 | 103
28 | COc1cccc(NC(=S)NC(=O)/C=C/c2ccco2)c1 | 1.0 | 2.5 | -2 | -14 | 14 | -5 | 3 | 3 | -0.6 | -0.8 | 107
29 | O=C(c1cc(Br)c(Br)s1)N1CCN(C/C=C/c2ccccc2)CC1 | 0.3 | 2.7 | 15 | 6 | -3 | 17 | 14 | -11 | 2.1 | 3.3 | 93
30 | O=[N+]([O-])c1ccccc1S(=O)(=O)Nc1ccc(-c2ccc(N3CCOCC3)nn2)cc1 | 1.1 | 5.0 | 7 | -3 | 10 | nt | 5 | 13 | -2.5 | -2.5 | 115
31 | CCOc1ncccc1C(=O)Nc1cc(C(F)(F)F)ccc1N1CCOCC1 | 0.1 | 0.9 | 9 | -9 | -2 | 0 | 6 | 4 | -1.1 | -0.9 | 103
32 | COc1ccc(CNC(=O)CCCn2ncn3c(cc4occc43)c2=O)cc1 | 2.6 | 0.2 | 2 | -8 | -1 | -5 | 21 | 2 | -0.4 | 0.9 | 98
33 | O=C(N/C(=C/c1cccc([N+](=O)[O-])c1)C(=O)N1CCOCC1)c1ccccc1Br | -0.9 | 1.7 | 5 | -6 | 116 | 9 | 1 | 16 | -3.1 | -1.1 | nt
34 | COc1ccc(/C=N/NC(=O)c2ccccc2O)cc1Cn1cc([N+](=O)[O-])cn1 | 1.1 | 3.5 | -8 | -3 | -14 | 5 | -6 | 19 | -3.8 | 0.4 | 87
35 | CCCN(CCC)C(=O)c1ccc2c(c1)OCO2 | 2.8 | 2.3 | -1 | -6 | -12 | nt | 18 | 17 | -3.0 | 1.1 | 104
36 | COc1cccc2sc(N(CCN(C)C)C(=O)/C=C/c3cccs3)nc12 | 2.0 | 3.0 | 0 | -1 | -26 | 13 | -1 | -11 | 2.0 | 0.7 | 102
37 | CCOC(=O)c1ccccc1NC(=O)/C=C/c1cc(OC)c(OC)c(OC)c1 | 1.1 | 0.9 | 3 | -6 | -2 | nt | 0 | 16 | -3.5 | -2.2 | 101
38 | Cc1ccc(OC(=O)CCC(=O)Nc2ccc(C(N)=O)cc2)cc1 | 5.5 | 2.9 | -2 | -14 | 50 | 8 | 31 | 0 | 0.0 | 1.0 | 92
39 | CN(C(=O)c1ccncc1)C1CCCCC1 | 2.3 | -1.0 | 0 | -12 | 1 | 4 | 16 | 20 | -4.3 | 0.8 | 99
40 | O=C1c2ccccc2C(=O)N1c1ccc(Br)c2cccnc12 | 0.6 | 4.8 | 3 | -7 | 19 | -3 | 7 | 4 | -0.6 | -0.4 | 90
